Source: PubChem
esBAF inh – blocks esBAF chromatin remodeling in mouse ES cells. Bmi1-luciferase knock-in reporter, 24 h; 100% = twice the neutral-well signal. reporter increase, % at 12.5 µM. 350,000 compounds, 2% hits; in the data active means activation above about 40%; inconclusive means no clear call, values can overlap the other calls;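 further: 0% = median of the plate's neutral control wells and 100% = double that signal; a rise in the Bmi1 reporter signal indicates esBAF inhibition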
RAD54 branch – blocks human RAD54 Holliday junction branch migration; FAM/BHQ fluorescence; AID 602329; inhibition, % at 10.4 µM; 360,000 compounds, 0.14% hits; Q92698;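 active means mean normalized replicate activity at least 40 and at least half of replicates scoring 40 or more; inconclusive means only one of the two criteria met; inactive means mean below 40 and under half of replicates reaching 40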;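 further: 0% = median of neutral control wells and 100% = median of positive control wells; inhibitors cause a drop in the FAM fluorescence signal; in these data hits start at about 50%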
Target sequence (Q92698 whole entry, looked up): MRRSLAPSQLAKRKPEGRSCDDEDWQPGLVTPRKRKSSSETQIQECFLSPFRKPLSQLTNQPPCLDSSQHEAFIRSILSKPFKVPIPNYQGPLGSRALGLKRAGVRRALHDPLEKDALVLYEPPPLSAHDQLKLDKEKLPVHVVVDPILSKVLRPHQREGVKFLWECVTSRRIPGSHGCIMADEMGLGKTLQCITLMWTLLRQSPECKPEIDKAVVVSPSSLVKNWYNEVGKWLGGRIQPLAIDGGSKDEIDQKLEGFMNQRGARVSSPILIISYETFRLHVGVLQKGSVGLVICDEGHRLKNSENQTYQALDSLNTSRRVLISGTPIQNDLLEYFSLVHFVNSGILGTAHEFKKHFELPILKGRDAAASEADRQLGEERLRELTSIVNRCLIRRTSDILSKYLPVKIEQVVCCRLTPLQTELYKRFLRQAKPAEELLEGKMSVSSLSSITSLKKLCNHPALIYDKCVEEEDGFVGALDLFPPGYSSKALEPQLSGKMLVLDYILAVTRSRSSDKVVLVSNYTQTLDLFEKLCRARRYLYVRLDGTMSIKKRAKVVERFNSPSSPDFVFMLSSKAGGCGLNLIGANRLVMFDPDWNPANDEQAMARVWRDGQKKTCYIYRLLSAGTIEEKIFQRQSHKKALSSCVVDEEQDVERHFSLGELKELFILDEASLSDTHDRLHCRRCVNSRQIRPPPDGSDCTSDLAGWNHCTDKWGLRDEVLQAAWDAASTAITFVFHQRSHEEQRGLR
Casp6 inh – caspase-6 (human) enzyme inhibition. P55212. purified caspase-6, Z-VEID-R110 cleavage fluorescence. inhibition, % at 12.5 µM. 350,000 compounds, 0.53% hits. AID 686996;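 active means mean inhibition across replicates at least about 35%, with every replicate also reaching that limit, limit read from the data; inconclusive means only one of the two criteria met; inactive means neither criterion met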;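 further: 0% = median of neutral control wells and 100% = no fluorescence left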
Target sequence (P55212 24-179 limits assumed): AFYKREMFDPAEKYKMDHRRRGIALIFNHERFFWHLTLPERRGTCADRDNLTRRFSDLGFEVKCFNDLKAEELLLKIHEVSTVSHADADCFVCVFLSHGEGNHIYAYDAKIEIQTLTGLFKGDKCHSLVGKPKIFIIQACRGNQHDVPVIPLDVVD
Target sequence (P55212 194-293 limits assumed): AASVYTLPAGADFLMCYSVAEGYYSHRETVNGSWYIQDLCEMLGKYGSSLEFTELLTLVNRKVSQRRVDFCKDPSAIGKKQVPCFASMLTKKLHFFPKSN
RAD52 inh – inhibitors of human RAD52 DNA annealing; 360,000 compounds, 0.46% hits; recombinant RAD52 DNA annealing, FRET fluorescence; AID 651710; inhibition, % at 18.7 µM; P43351;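 active means every replicate showing at least 50% inhibition; inconclusive means mean inhibition at least 50% but not in every replicate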
ARNT-TACC3 inh – disrupts binding between human ARNT and TACC3. AlphaScreen His-ARNT PAS-B/GST-TACC3 binding, luminescence; TACC3 fragment carries E629A point mutation. inhibition, % at 9.99 µM. 390,000 compounds, 0.66% hits;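 active means mean inhibition of replicates at least 50% and at least half of replicates each reaching 50%; inconclusive means half or more replicates reach 50% but mean below 50%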;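 further: 0% = complete ARNT plus TACC3 wells and 100% = ARNT alone without TACC3; many hits fall short of the cut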
ERp5 block – inhibitors of human ERp5; Q15084; ERp5 insulin aggregation, absorbance 650 nm, 90 min; inhibition, % at 9.99 µM; 350,000 compounds, 0.05% hits; AID 651711;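 active means mean replicate inhibition above about 25%, with every replicate also reaching it, limit read from the data, passing the limit was not always enough; inconclusive means only one of those two criteria met; inactive means neither criterion met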
E-sel inducer – E-selectin induction on HUVECs | HUVEC E-selectin immunofluorescence imaging; normalized: neutral wells 0, TNF-alpha wells 100 | activation, % at 7.58 µM | 260,000 compounds, 0.37% hits | AID 686992;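 active means mean E-selectin-positive cell signal at least 10% of the positive control, reached in at least 60% of replicates, without over 20% cell loss; inconclusive means no rule given, readout overlaps actives, possibly toxicity-flagged; inactive means the rest, including those meeting only one limit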;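 further: in these data hits start at about 27%; measured in HUVEC primary endothelial cells; signal is the percent of cells scored E-selectin positive by PE staining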
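Assay system: HUVEC primary endothelial cells. Input: 3,000 HUVEC seeded per well. Doses: one compound dose added by pin transfer. Read-out basis: % PE-positive cells. Benchmarks: TNF-alpha high, DMSO low. Detection: immunofluorescence imaging. Buffer or medium: EGM-2, gelatin.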
PglD inh – PglD (C. jejuni) enzyme inhibition; inhibition, % at 12.5 µM; purified PglD enzyme, DTNB colorimetric CoA detection; 360,000 compounds, 0.098% hits; in the data active means inhibition above about 16%, passing the limit was not always enough; inconclusive means no clear call, values can overlap the other calls; further: strong numbers were not always called active
* = called active by the depositor; ? = inconclusive; . = no result given; & = joins results of further samples.

SMILES	esBAF inh	RAD54 branch	Casp6 inh	RAD52 inh	ARNT-TACC3 inh	ERp5 block	E-sel inducer	PglD inh
CC(C)C[C@H]1CN=C(Nc2ccccc2)N1CCc1ccc(F)cc1	-10	-4	1	-3	-11	-2	0.0	-2
COc1ccc(-c2nnn3c2C2c4cc(-c5cccc(F)c5)ccc4CCN2C(=O)C3)cc1 (centres undefined)	.	.	-3	-24	.	-3	0.1	.
CCOC(=O)N1CCC(Nc2c(NCCCN(CC)CC)c(=O)c2=O)CC1	-39	-6	-2	-11	-12	?	-0.6	-1
CSC[C@H](NC(=O)COc1cc2c(c3oc(=O)cc(C)c13)CCC(C)(C)O2)C(=O)O	-2	3	1	-16	-1	3	0.0	-2
O=C1[C@H](O)[C@@H](O)C(=O)N1Cc1ccccc1	0	6	1	-14	-3	2	2.3	6
Cc1ccc(S(=O)(=O)N[C@H]2CC[C@@H](CCNC(=O)Cc3ccccn3)O[C@@H]2CO)cc1	-5	-3	-4	-22	-2	0	1.7	2
COc1ccccc1-c1nnn(CC#N)n1	1	-12	.	.	-6	.	.	5
COC(C[C@H]1O[C@@H]1[C@@H](O)[C@H](C)OCc1ccccc1)OC	-6	-1	-1	-1	1	2	0.2	-2
O=C1CN(S(=O)(=O)Cc2ccccc2)C[C@@H]2[C@H](c3ccc(C#Cc4ccc(F)cc4)cc3)[C@H](CO)N12	.	.	-2	-10	.	6	-0.7	.
OC(CNCc1ccc(Cl)cc1)COc1ccccc1 (centres undefined)	2	0	-5	-3	-7	3	0.3	2
C#CCN(C[C@H]1[C@H](OC(=O)NCc2ccccc2)[C@H](OC(=O)NCc2ccccc2)C[C@H]2C(=O)N(c3ccccc3)C(=O)[C@@H]12)S(=O)(=O)c1ccc(C)cc1	-1	11	-2	-21	.	-4	-0.3	-4
COc1ccc(S(=O)(=O)N(C)C[C@@H]2OCCCC[C@@H](C)Oc3ccc(NC(=O)Nc4ccccc4)cc3C(=O)N([C@H](C)CO)C[C@@H]2C)cc1	6	14	.	.	-7	.	-0.1	-3
CC(C)(Oc1ccc(C2CC2(Cl)Cl)cc1)C(=O)O (centres undefined)	8	4	3	-11	-3	4	-0.3	-5
COCCN(C(=S)Nc1ccccc1OC)C1CCN(C(C)C)CC1	2	-7	-1	-5	26	0	-0.6	-1
COC(=O)NCC(c1ccco1)N1CCN(c2ccc(OC)cc2)CC1 (centres undefined)	.	.	-3	12	1	-4	.	.
COc1ccc(/C=N/NC(=O)CN(CCc2ccccc2)S(=O)(=O)c2ccc(NC(C)=O)cc2)cc1OC	.	.	3	-3	-9	-7	.	.
Nc1nc2ccccc2n1CCN1CCCC1	6	-2	-46	0	9	0	.	2
O=C(NCCCN1CCOCC1)c1cccc(NC(=O)c2ccccc2)c1	-3	1	-1	-11	2	5	-0.2	5
C[C@@H]1CN([C@H](C)CO)C(=O)c2cc(NC(=O)c3ccncc3)ccc2O[C@@H](C)CCCCO[C@H]1CN(C)S(=O)(=O)c1ccccc1	1	-9	2	2	0	1	.	-1
Cc1noc(C)c1S(=O)(=O)Nc1ccc2c(c1)C(=O)N([C@H](C)CO)C[C@H](C)[C@@H](CN(C)Cc1ccc3c(c1)OCO3)OCCCC[C@H](C)O2	6	2	-4	9	5	3	-0.1	3
OC[C@@H]1[C@H](c2ccc(C#CC3(O)CCCC3)cc2)[C@H]2CN(Cc3ccncc3)CCCCN12	.	1	1	-4	0	14	0.1	-2
O=C(NC1CCCCC1)NC12CC3CC(CC(C3)C1)C2	.	-8	-3	-11	1	-2	.	5
COCC(=O)N1[C@H](CO)[C@H](c2ccccc2)[C@H]1CNC(=O)c1ccccn1	3	-2	6	-22	-2	-6	0.1	4
O=C(NNC(=O)c1cccc(O)c1)Nc1ccc([N+](=O)[O-])cc1	.	.	3	8	-3	9	.	.
CC1CN(S(=O)(=O)c2cc(C(=O)NCc3ccncc3)ccc2Cl)CC(C)O1 (centres undefined)	8	4	3	-1	-1	-1	.	1
C[C@H]1CN([C@@H](C)CO)C(=O)c2cccc(NC(=O)c3cnccn3)c2O[C@@H]1CN(C)S(C)(=O)=O	-1	-13	5	-6	-3	12	-2.0	-9
CCOc1ccc(C(CN2CCOCC2)C(C)=O)cc1OC (centres undefined)	.	.	0	10	.	-1	0.0	.
CCCS(=O)(=O)NC(=O)C1(C)CCN(C(=O)Cc2ccc(OC)cc2)C1 (centres undefined)	-5	3	.	-2	.	-1	0.5	-1
CCCOc1ccc(NC(=O)CC2C(=O)N(c3ccc(OCC)cc3)C(=S)N2C2CC2)cc1 (centres undefined)	.	-4	-8	-1	-11	4	.	-2
COCCNC(=O)C[C@@H]1C[C@@H]2c3cc(NC(=O)NC4CCCC4)ccc3O[C@@H]2[C@H](CO)O1	5	10	2	-12	-6	14	-0.2	-1
Cc1cc(/C=C2\SC(=O)N(CC(=O)Nc3ccccc3F)C2=O)c(C)n1C	5	11	2	-21	-4	-2	4.1	0
COc1ccccc1NC(=O)C1=C(C)NC(=O)NC1c1ccco1 (centres undefined)	3	-3	0	-6	-7	4	5.3	4
COc1ccc(CCNC(=O)C2CCCN2S(=O)(=O)c2cccc3nsnc23)cc1OC (centres undefined)	-4	3	4	1	3	.	.	-1
S=C(Nc1cccc2ccccc12)NN1CCOCC1	-13	-8	.	.	-9	.	.	-5
CC(=O)c1c(C)[nH]c(C(=O)Nc2ccc(S(=O)(=O)N(C)C)cc2)c1C	.	8	3	-13	-5	4	-1.9	1
O=C(CC1COc2ccccc2O1)NCCc1ccccc1 (centres undefined)	2	4	.	.	-2	.	.	7
O=C1NC(=S)NC(=O)C1=Cc1ccccc1C(=O)O	1	-12	17	-11	0	3	.	3
CCNC(=O)Nc1ccc2c(c1)C(=O)N(C)[C@H]1CC[C@@H](CC(=O)Nc3ccccc3)O[C@H]1CO2	-3	-1	-3	0	2	0	0.1	-1
C[C@@H]1CN([C@@H](C)CO)C(=O)c2cc(C#CCN(C)C)cnc2O[C@@H]1CN(C)C(=O)c1cnccn1	-5	.	.	-14	.	.	0.0	-3
CCCOc1cccc(C(=O)NCCNC(=O)c2ccc(C)nc2)c1	-4	6	.	-10	4	3	0.4	-3
Cc1ccc(C)c(S(=O)(=O)NCCCc2ccccc2)c1	-5	-4	-5	-12	-11	2	.	1
Cc1cc(SCC(=O)N/N=C/c2cccnc2)nc2c(C)cccc12	.	.	0	-16	0	-3	.	.
C/C(=N/OC(=O)c1ccc(C)cc1)C(=O)c1ccc(Br)cc1	-3	-10	-4	-9	1	3	-0.2	4
O=C(CN1C(=O)C2C3CC(C(Br)C3Br)C2C1=O)Nc1ccc(C(=O)O)cc1 (centres undefined)	.	2	-2	-15	3	1	-0.2	1
COc1ccc(-c2nn(-c3ccccc3)cc2/C=C2/SC(=S)N(CCC(=O)O)C2=O)c(C)c1	-10	9	29	-11	29	-2	0.2	-16
COc1ccc(NC(=O)/C(N=Nc2ccc(Cl)c(S(=O)(=O)Nc3ccc(Cl)cc3)c2)=C(\C)O)cc1	7	1	1	-11	.	-4	0.0	-6
COc1ccc([N+](=O)[O-])cc1NC(=O)CC1SC(=Nc2cccc(C)c2C)N(/N=C/c2cccc(OC)c2OC)C1=O (centres undefined)	-1&8	-20&-7	0&-2	-9&-39	-3&-4	-1&2	-0.2&-0.7	0&6
COc1ccc(C2C(C#N)=C(N)OC3=C2C(=O)CCC3)c(OC)c1OC (centres undefined)	-5	2	2	3	-3	3	.	1
Cc1ccc(/C=N/NC(=O)C2=NNC(c3ccccc3)(c3ccccc3)C2)c(O)c1	-70	-1	.	.	1	.	.	0
COc1cccc(CC2(CO)CCCN(Cc3cc(F)ccc3-n3cccn3)C2)c1 (centres undefined)	-12	-8	-2	-341	15	-6	.	-1

Reformatted with each value named: entries from further up
COc1ccc(-c2nn(-c3ccccc3)cc2/C=C2/SC(=S)N(CCC(=O)O)C2=O)c(C)c1
- esBAF inh: -10
- RAD54 branch: 9
- Casp6 inh: 29
- RAD52 inh: -11
- ARNT-TACC3 inh: 29
- ERp5 block: -2
- E-sel inducer: 0.2
- PglD inh: -16
COc1ccc(NC(=O)/C(N=Nc2ccc(Cl)c(S(=O)(=O)Nc3ccc(Cl)cc3)c2)=C(\C)O)cc1
- esBAF inh: 7
- RAD54 branch: 1
- Casp6 inh: 1
- RAD52 inh: -11
- ARNT-TACC3 inh: .
- ERp5 block: -4
- E-sel inducer: 0.0
- PglD inh: -6
COc1ccc([N+](=O)[O-])cc1NC(=O)CC1SC(=Nc2cccc(C)c2C)N(/N=C/c2cccc(OC)c2OC)C1=O (centres undefined)
- esBAF inh: -1&8
- RAD54 branch: -20&-7
- Casp6 inh: 0&-2
- RAD52 inh: -9&-39
- ARNT-TACC3 inh: -3&-4
- ERp5 block: -1&2
- E-sel inducer: -0.2&-0.7
- PglD inh: 0&6
COc1ccc(C2C(C#N)=C(N)OC3=C2C(=O)CCC3)c(OC)c1OC (centres undefined)
- esBAF inh: -5
- RAD54 branch: 2
- Casp6 inh: 2
- RAD52 inh: 3
- ARNT-TACC3 inh: -3
- ERp5 block: 3
- E-sel inducer: .
- PglD inh: 1

(further entries)
SMILES	esBAF inh	RAD54 branch	Casp6 inh	RAD52 inh	ARNT-TACC3 inh	ERp5 block	E-sel inducer	PglD inh
O=C(NC[C@@H]1[C@H](c2ccccc2)[C@@H](CO)N1C(=O)Cc1ccncc1)C1CCC1	2	2	-3	-5	-4	-1	-0.3	1
O=C(c1cnccn1)N1CC(=O)N2[C@H](C1)[C@@H](c1ccc(/C=C/c3ccccc3)cc1)[C@@H]2CO	.	.	5	0	.	-2	0.0	.
Cn1ccnc1SCc1nc2c(cnn2-c2ccccc2)c(=O)[nH]1	.	6	0	-14	-3	0	.	1
CCNC(=O)C[C@@H]1CC[C@H]2[C@@H](COc3ccc(NC(=O)c4cccs4)cc3C(=O)N2C)O1	0	-13	-1	0	9	-4	0.0	0
Cn1c(CSCc2ccc(Cl)cc2Cl)n[nH]c1=S	.	.	.	-6	-5	4	-2.6	.
COc1ccccc1CCC(=O)OCC(=O)Nc1c(Br)cc(C)cc1Br	-11	-1	1	2	-7	-4	0.0	5
O=C(CN1C(=O)c2ccccc2C1=O)c1ccc(F)cc1	5	5	3	-1	0	-2	0.0	-6
CC(C)OCc1ccc(C(=O)N2CCN(CC(=O)N3CCCC3)CC2)cc1	-6	-2	-1	-25	.	-2	.	-4
O=C(/C=C/c1cccc(C(F)(F)F)c1)Nc1cccc(C(F)(F)F)c1	-1	4	.	.	5	.	.	6
O=C1CCC([N+](=O)[O-])C(c2ccc(Cl)c([N+](=O)[O-])c2)N1 (centres undefined)	.	.	-3	-1	-6	1	.	.
Cc1cc(C(=O)CSc2nnc(-c3ccc(OC(F)F)cc3)o2)c(C)n1Cc1cccs1	-2	-5	.	.	2	.	.	-6
O=C(Cn1cc(C(F)(F)F)ccc1=O)N1CCc2ccccc21	-4	3	1	-7	-6	2	.	1
O=C(c1ccccc1Sc1cccc2ccccc12)N1CCOCC1	1	5	.	.	-1	.	.	-20
CCCCOc1ccc(C(=O)N2CCCCCC2)cc1	12	0	.	.	-8	.	.	-8
Cc1ccc2c(c1)N(C(=O)CCC(=O)Nc1ccccc1Br)CC(C)O2 (centres undefined)	-18	1	-1	-4	2	0	-0.5	1
CSc1ccc(N2C(=O)NC3(CCCCC3)C2=O)cc1	62*	-5	.	.	1	.	.	-4
CC(C)Oc1c(Br)cc(Br)cc1/C=N/NC(N)=S	-7	1	.	.	.	.	2.0	2
O=C(NCc1cccnc1)C(=O)NCC1OCCCN1S(=O)(=O)c1ccc(Cl)cc1 (centres undefined)	.	3	-3	-15	-8	1	.	5
CCOc1ccc(OCc2ccc(C(=O)Nc3cccc(C)n3)o2)cc1	37	7	6	-44	0	1	.	1
